Source: PubChem BioAssay
NR5A2 inv ag = NR5A2 inverse agonism in reporter assay; O00482; HEK293T StAR-luciferase reporter, LRH-1 transfected, 24 h; inhibition, % at 3.6 µM; hit rate 0.13% among 360,000; AID 602396;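 active = inhibition above the mean inhibition of all tested compounds plus 3 SD, cut at about 73% in these data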;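 note: 0% = DMSO wells and 100% = reporter-only cells lacking LRH-1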
CF NFkB inh = inhibitors of cystic fibrosis induced NF-kB; KKLEB NF-kB-GFP reporter, PAF-induced, GFP fluorescence overnight; inhibition, % at 5 µM; hit rate 0.86% among 360,000;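 active = at least 50% inhibition at 5 µM, scaled per plate between neutral and stimulator controls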;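 note: PAF is a Pseudomonas aeruginosa culture filtrate used as stimulus; plate controls were PAF-stimulated DMSO wells for no effect and unstimulated DMSO wells for full effect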
NCOA3 inh = inhibitors of human steroid receptor coactivator 3 (SRC3); AID 588352; Q9Y6Q9; hit rate 0.17% among 360,000; HEK293 GAL4-SRC3 luciferase reporter, luminescence; inhibition, % at 3.6 µM;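 active = inhibition above a per-campaign cutoff, the mean of all compounds plus 3 SD, cut at about 60% in these data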;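 note: 0% = DMSO-treated cells and 100% = gossypol-treated cells at 36 µM; higher means less SRC3-driven luciferase light from the GAL4 reporter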
Target sequence (Q9Y6Q9 whole entry, looked up, the tested form may be a part): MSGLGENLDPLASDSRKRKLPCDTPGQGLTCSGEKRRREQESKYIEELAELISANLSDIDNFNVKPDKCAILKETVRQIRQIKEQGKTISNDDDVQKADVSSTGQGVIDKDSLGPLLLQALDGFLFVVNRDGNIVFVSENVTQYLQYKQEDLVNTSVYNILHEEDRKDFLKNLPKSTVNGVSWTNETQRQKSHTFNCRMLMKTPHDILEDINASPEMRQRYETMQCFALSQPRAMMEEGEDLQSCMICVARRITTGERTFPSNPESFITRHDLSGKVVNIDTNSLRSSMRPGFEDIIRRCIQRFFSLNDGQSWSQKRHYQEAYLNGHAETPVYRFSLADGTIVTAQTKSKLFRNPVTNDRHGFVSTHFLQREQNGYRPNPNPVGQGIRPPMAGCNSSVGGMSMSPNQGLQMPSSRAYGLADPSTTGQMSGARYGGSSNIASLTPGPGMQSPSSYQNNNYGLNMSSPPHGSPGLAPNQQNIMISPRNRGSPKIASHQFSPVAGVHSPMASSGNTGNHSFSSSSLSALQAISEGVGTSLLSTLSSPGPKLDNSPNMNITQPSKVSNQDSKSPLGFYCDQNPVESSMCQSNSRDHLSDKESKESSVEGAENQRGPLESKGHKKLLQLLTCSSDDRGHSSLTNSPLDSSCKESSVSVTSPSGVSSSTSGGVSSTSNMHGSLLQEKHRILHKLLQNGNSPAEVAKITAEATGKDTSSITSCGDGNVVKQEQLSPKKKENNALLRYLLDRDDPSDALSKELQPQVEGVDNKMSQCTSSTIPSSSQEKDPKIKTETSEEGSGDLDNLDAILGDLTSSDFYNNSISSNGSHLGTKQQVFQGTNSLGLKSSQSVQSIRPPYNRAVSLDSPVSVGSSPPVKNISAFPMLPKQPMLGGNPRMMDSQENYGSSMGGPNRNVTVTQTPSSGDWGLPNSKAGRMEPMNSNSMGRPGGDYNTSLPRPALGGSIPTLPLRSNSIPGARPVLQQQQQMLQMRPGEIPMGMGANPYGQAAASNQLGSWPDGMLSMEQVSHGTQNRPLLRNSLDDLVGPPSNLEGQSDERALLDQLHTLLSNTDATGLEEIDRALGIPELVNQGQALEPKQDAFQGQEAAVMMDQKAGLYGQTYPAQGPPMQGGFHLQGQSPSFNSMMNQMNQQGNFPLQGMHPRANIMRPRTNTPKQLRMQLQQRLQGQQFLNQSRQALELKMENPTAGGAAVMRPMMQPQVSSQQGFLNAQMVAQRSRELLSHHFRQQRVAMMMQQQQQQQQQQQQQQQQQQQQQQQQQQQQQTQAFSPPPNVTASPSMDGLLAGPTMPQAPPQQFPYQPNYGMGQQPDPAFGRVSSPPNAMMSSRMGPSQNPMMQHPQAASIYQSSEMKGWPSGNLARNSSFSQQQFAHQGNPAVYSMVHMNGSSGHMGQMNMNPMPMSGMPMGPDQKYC
SRC1 inh = inhibits human SRC1 coactivator; Q15788; inhibition, % at 3.6 µM; hit rate 0.12% among 360,000; HEK293 GAL4-SRC1 luciferase reporter, luminescence; AID 588354;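 active = inhibition above the campaign mean plus 3 SD, with each screening campaign given its own cutoff, cut at about 60% in these data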;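 note: 0% = DMSO treated cells and 100% = gossypol at 36 µM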
TWEAK-Fn14 inh = inhibitors of TWEAK-Fn14 interaction signaling | inhibition, % at 10 µM | TWEAK-stimulated Fn14 reporter cells, luciferase luminescence, 8 h | hit rate 2% among 360,000; in the data active = inhibition above about 50%
NR2F2 inh = NR2F2 (human) inhibition, primary screen. inhibition, % at 8.6 µM. hit rate 0.7% among 370,000. HEK293T NGFI-A luciferase reporter, luminescence;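 active = inhibition above a per-plate cutoff, mean inhibition of test wells between control levels plus 3 SD, cut at about 38% in these data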;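 note: cells cotransfected with COUP-TFII expression vector driving the NGFI-A reporter; 0% = median of COUP-TF2 test wells and 100% = reporter-only cells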
TROY NFkB inh = inhibitors of TROY-dependent NF-kB signaling. Q293 LMP1-TROYcd NF-kB luciferase reporter, 4 h. inhibition, % at 10 µM. hit rate 0.98% among 360,000. AID 1347056;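 active = compounds whose plate-normalised and pattern-corrected inhibition of the luciferase reporter signal at the single screening dose is 50% or more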
TRAIL sens C8 = sensitizes caspase-8 expressing cells to TRAIL; NB7+C8 cells + TRAIL, ATPlite viability luminescence; inhibition (viability loss, TRAIL sensitization), % at 10 µM; hit rate 1% among 360,000; AID 624354;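 active = compounds causing at least 50% loss of cell viability in the single-dose screen, relative to plate controls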
EBV LMP1 NFkB = inhibitors of Epstein-Barr LMP1-induced NF-kappaB reporter; LMP1-induced NF-kappaB luciferase reporter cells, luminescence; inhibition, % at 12.5 µM; hit rate 0.69% among 350,000; AID 504558; in the data active = inhibition above about 41%;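 note: 0% = neutral control wells and 100% = reference inhibitor control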
Shn3 3UTR inh = Schnurri-3 reporter inhibition in Clone20 osteoblasts | inhibition, % at 12.5 µM | AID 588674 | Clone20 osteoblast Shn3 3'UTR firefly luciferase, 24 h | hit rate 0.52% among 360,000;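 active = mean inhibition of at least 75% with every replicate also reaching 75%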;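 note: 0% = median of neutral control wells and 100% = pilot-screen positive control compound; some compounds past the cut are filed as inactive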
KKLEB cytotox = reduces viability of KKLEB cystic fibrosis airway cells | KKLEB CF airway cells viability, ATPlite luminescence, overnight; stronger effect = lower value; cells stimulated with P. aeruginosa culture filtrate | activity change (cytotoxicity), % at 5 µM | hit rate 0.36% among 360,000 | AID 602141;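 active = corrected activity change at or below -50% at 5 µM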
Numbers without * were called inactive.

Screening CC(C)c1ccc(Nc2ncc3c(n2)CCN(C(=O)Nc2ccc(F)c(Cl)c2)C3)cc1 returned NR5A2 inv ag -37, CF NFkB inh -20, NCOA3 inh -24, SRC1 inh -21, TWEAK-Fn14 inh 78*, NR2F2 inh 26, TROY NFkB inh 65*, TRAIL sens C8 29, Shn3 3UTR inh 5 and KKLEB cytotox -14.
Screening CN(C)c1nc(Cl)cc(N2CCOCC2)n1 returned NR5A2 inv ag -14, CF NFkB inh 12, NCOA3 inh 3, SRC1 inh -20, TWEAK-Fn14 inh -16, NR2F2 inh -7, TROY NFkB inh -32, TRAIL sens C8 17, EBV LMP1 NFkB -6, Shn3 3UTR inh 20 and KKLEB cytotox 0.
For CN(C)S(=O)(=O)Oc1ccc(C(=O)Nc2cccc(Cl)c2)cc1 the results were NR5A2 inv ag -92, CF NFkB inh 9, NCOA3 inh -61, SRC1 inh -47, TWEAK-Fn14 inh -51, NR2F2 inh -18, TROY NFkB inh -38, TRAIL sens C8 -1, EBV LMP1 NFkB -13, Shn3 3UTR inh -41 and KKLEB cytotox 7.
For COc1ccc(NCc2nnc(SCC#N)n2-c2ccccc2OC)cc1 the results were NR5A2 inv ag 2, CF NFkB inh 2, NCOA3 inh -4, SRC1 inh -1, TWEAK-Fn14 inh -9, NR2F2 inh 23, TROY NFkB inh -26, TRAIL sens C8 -6, EBV LMP1 NFkB -5, Shn3 3UTR inh 1 and KKLEB cytotox 1.
O=C(Cc1ccccc1)Nc1ccc(NC(=O)c2ccco2)nc1 was read as NR5A2 inv ag -59, CF NFkB inh -3, NCOA3 inh -84, SRC1 inh -155, TWEAK-Fn14 inh -13, NR2F2 inh -52, TROY NFkB inh -91, TRAIL sens C8 12, EBV LMP1 NFkB -33, Shn3 3UTR inh -25 and KKLEB cytotox 3.
`COc1ccc(S(=O)(=O)N2CC(C)OC(C)C2)cc1C(=O)N1CCCCC1` (stereo unspecified) gave NR5A2 inv ag -5, CF NFkB inh -3, NCOA3 inh 12, SRC1 inh 1, TWEAK-Fn14 inh -3, NR2F2 inh 8, TROY NFkB inh 20, TRAIL sens C8 32, EBV LMP1 NFkB 1, Shn3 3UTR inh -7 and KKLEB cytotox 6.
Cc1ccccc1N(C(=O)c1csnn1)C(C(=O)NC(C)(C)C)c1cccs1 (stereo unspecified) was read as NR5A2 inv ag -5, CF NFkB inh 12, NCOA3 inh 24, SRC1 inh 0, TWEAK-Fn14 inh 21, NR2F2 inh 0, TROY NFkB inh -18, TRAIL sens C8 -1, EBV LMP1 NFkB -5, Shn3 3UTR inh -12 and KKLEB cytotox 0.
Screening O=C(N1CCC(n2nc(-c3ccccc3)oc2=O)CC1)C1(c2ccc(Cl)cc2)CC1 returned NR5A2 inv ag 11, CF NFkB inh -11, NCOA3 inh 11, SRC1 inh -11, TWEAK-Fn14 inh -20, TROY NFkB inh 10, TRAIL sens C8 -5, EBV LMP1 NFkB -10, Shn3 3UTR inh -1 and KKLEB cytotox -11.
For CCOC(=O)c1c(NC(=O)CSc2ncnc3ccccc23)sc(C(C)=O)c1C the results were NR5A2 inv ag -1, CF NFkB inh 19, NCOA3 inh 7, SRC1 inh 2, TWEAK-Fn14 inh 22, NR2F2 inh -12, TROY NFkB inh 1, TRAIL sens C8 26, EBV LMP1 NFkB 25, Shn3 3UTR inh 19 and KKLEB cytotox -20.
Screening CCCc1cc(Nc2cccc(OCC)c2)n2ncnc2n1 returned NR5A2 inv ag 17, CF NFkB inh 1, NCOA3 inh 20, SRC1 inh 4, TWEAK-Fn14 inh -24, NR2F2 inh -25, TROY NFkB inh -3, TRAIL sens C8 -1, EBV LMP1 NFkB -1, Shn3 3UTR inh -10 and KKLEB cytotox -2.
Cc1oc(C)c2c(=O)ccc3c(c12)OC(N)=C(C#N)C3c1ccc(F)cc1 (stereo unspecified) was read as NR5A2 inv ag 3, CF NFkB inh -7, NCOA3 inh -12, SRC1 inh -14, TWEAK-Fn14 inh 5, NR2F2 inh 11, TROY NFkB inh 0, TRAIL sens C8 -8, EBV LMP1 NFkB -3, Shn3 3UTR inh 7 and KKLEB cytotox 1.
CCCCN1C(=O)C(=O)NC[C@@H]1C(C)O (stereo partly specified) was read as NR5A2 inv ag 15, CF NFkB inh -9, NCOA3 inh -8, SRC1 inh -22, TWEAK-Fn14 inh 4, NR2F2 inh 10, TROY NFkB inh -1, TRAIL sens C8 4, EBV LMP1 NFkB -5, Shn3 3UTR inh -25 and KKLEB cytotox 7.
For COc1ccc(Cl)cc1NC(=O)Nc1cccc([N+](=O)[O-])c1C the results were NR5A2 inv ag 7, CF NFkB inh 8, NCOA3 inh 10, SRC1 inh 7, TWEAK-Fn14 inh 1, NR2F2 inh 19, TROY NFkB inh 15, TRAIL sens C8 -1, EBV LMP1 NFkB 7, Shn3 3UTR inh 4 and KKLEB cytotox -4.
For CC(C)(C)c1ccc(C(=O)c2cn[nH]c2-c2ccccc2O)cc1 the results were NR5A2 inv ag -55, CF NFkB inh 16, NCOA3 inh -52, SRC1 inh -23, TWEAK-Fn14 inh -1, NR2F2 inh -7, TROY NFkB inh -49, TRAIL sens C8 -13, EBV LMP1 NFkB 15, Shn3 3UTR inh -14 and KKLEB cytotox 2.
`Cc1c(Cl)cccc1NC(=O)NN1CCN(C)CC1` gave NR5A2 inv ag 2, CF NFkB inh -5, NCOA3 inh 11, SRC1 inh 11, TWEAK-Fn14 inh 5, NR2F2 inh -22, TROY NFkB inh -16, TRAIL sens C8 -10, EBV LMP1 NFkB 0, Shn3 3UTR inh 4 and KKLEB cytotox -6.
`CCOc1ccc(/C=C2\SC(N3CCCCC3)=NC2=O)cc1` gave NR5A2 inv ag 8, CF NFkB inh -16, NCOA3 inh 13, SRC1 inh -18, TWEAK-Fn14 inh -19, NR2F2 inh 5, TROY NFkB inh -56, TRAIL sens C8 -8, EBV LMP1 NFkB -2, Shn3 3UTR inh -2 and KKLEB cytotox 11.
Screening NS(=O)(=O)c1ccc(NC(=O)COC(=O)c2ccco2)cc1 returned NR5A2 inv ag 2, CF NFkB inh 4, NCOA3 inh 22, SRC1 inh 8, TWEAK-Fn14 inh -5, NR2F2 inh -12, TROY NFkB inh -18, TRAIL sens C8 5, EBV LMP1 NFkB -2, Shn3 3UTR inh 3 and KKLEB cytotox 18.
Screening Cc1cc(Nc2ccc(F)c(Cl)c2)n2nc(C)nc2n1 returned NR5A2 inv ag 16, CF NFkB inh -21, NCOA3 inh 17, SRC1 inh -15, TWEAK-Fn14 inh 5, NR2F2 inh -16, TROY NFkB inh 3, TRAIL sens C8 5, EBV LMP1 NFkB 1, Shn3 3UTR inh 9 and KKLEB cytotox 14.
Screening O=C(Cc1ccccc1)N1CCNCC1 returned NR5A2 inv ag 2, CF NFkB inh -4, NCOA3 inh 16, SRC1 inh -8, TWEAK-Fn14 inh 12, NR2F2 inh 0, TROY NFkB inh 2, TRAIL sens C8 -6, EBV LMP1 NFkB -2, Shn3 3UTR inh 12 and KKLEB cytotox -9.
Cc1c(C(=O)N2CCN(c3ccccc3)CC2)oc2c(Cl)cccc12 was read as NR5A2 inv ag 4, CF NFkB inh 26, NCOA3 inh 10, SRC1 inh -15, TWEAK-Fn14 inh -1, NR2F2 inh 19, TROY NFkB inh -17, TRAIL sens C8 18, EBV LMP1 NFkB -6, Shn3 3UTR inh 1 and KKLEB cytotox 6.
`COC(=O)c1cccc(NC(=O)c2ccc[n+]([O-])c2)c1` gave NR5A2 inv ag -6, CF NFkB inh -11, NCOA3 inh 2, SRC1 inh 25, TWEAK-Fn14 inh -3, NR2F2 inh 13, TROY NFkB inh 5, TRAIL sens C8 -9, EBV LMP1 NFkB -7, Shn3 3UTR inh -7 and KKLEB cytotox -1.
`COc1ccc(NC(=O)CN(C)CC(=O)N(CC(C)C)c2c(N)n(CC(C)C)c(=O)[nH]c2=O)cc1` gave NR5A2 inv ag -19, CF NFkB inh -18, NCOA3 inh -27, SRC1 inh -5, TWEAK-Fn14 inh 0, NR2F2 inh 9, TROY NFkB inh 3, TRAIL sens C8 -7, EBV LMP1 NFkB 0, Shn3 3UTR inh -61 and KKLEB cytotox -1.
For CC(C)CN1C(=O)CC(Sc2ccccc2C(=O)O)C1=O (stereo unspecified) the results were NR5A2 inv ag 5, CF NFkB inh 8, NCOA3 inh -3, SRC1 inh 9, TWEAK-Fn14 inh 14, NR2F2 inh 10, TROY NFkB inh 28, TRAIL sens C8 2, EBV LMP1 NFkB 13, Shn3 3UTR inh 2 and KKLEB cytotox 9.
CCCCn1c2ccccc2c2cc(CC(N)=O)ccc21 was read as NR5A2 inv ag -13, CF NFkB inh 5, NCOA3 inh 24, SRC1 inh 4, TWEAK-Fn14 inh 12, NR2F2 inh 5, TROY NFkB inh -6, TRAIL sens C8 -5, EBV LMP1 NFkB -4, Shn3 3UTR inh 3 and KKLEB cytotox 0.
`Cc1nn(C(=O)N(C)C)c(C)c1CN1C(=O)c2ccccc2C1=O` gave NR5A2 inv ag 6, CF NFkB inh 14, NCOA3 inh -29, SRC1 inh 5, TWEAK-Fn14 inh 7, NR2F2 inh -3, TROY NFkB inh 14, TRAIL sens C8 -4, EBV LMP1 NFkB 12, Shn3 3UTR inh -17 and KKLEB cytotox -12.
For CSc1nsc(SC)c1NC(=O)OCC1CCCO1 (stereo unspecified) the results were NR5A2 inv ag 5, CF NFkB inh -4, NCOA3 inh 15, SRC1 inh 6, TWEAK-Fn14 inh -5, NR2F2 inh 0, TROY NFkB inh 1, TRAIL sens C8 11, EBV LMP1 NFkB 3, Shn3 3UTR inh 8 and KKLEB cytotox -3.
Screening O=C(COC(=O)/C=C/c1ccco1)NCCc1ccccc1 returned NR5A2 inv ag -15, CF NFkB inh -5, NCOA3 inh -12, SRC1 inh -10, TWEAK-Fn14 inh -9, NR2F2 inh 0, TROY NFkB inh -8, TRAIL sens C8 -6, EBV LMP1 NFkB 0, Shn3 3UTR inh 6 and KKLEB cytotox 16.

Gathered by group: the compounds so far with a tert-butyl group
Cc1ccccc1N(C(=O)c1csnn1)C(C(=O)NC(C)(C)C)c1cccs1 (stereo unspecified) was read as NR5A2 inv ag -5, CF NFkB inh 12, NCOA3 inh 24, SRC1 inh 0, TWEAK-Fn14 inh 21, NR2F2 inh 0, TROY NFkB inh -18, TRAIL sens C8 -1, EBV LMP1 NFkB -5, Shn3 3UTR inh -12 and KKLEB cytotox 0.
For CC(C)(C)c1ccc(C(=O)c2cn[nH]c2-c2ccccc2O)cc1 the results were NR5A2 inv ag -55, CF NFkB inh 16, NCOA3 inh -52, SRC1 inh -23, TWEAK-Fn14 inh -1, NR2F2 inh -7, TROY NFkB inh -49, TRAIL sens C8 -13, EBV LMP1 NFkB 15, Shn3 3UTR inh -14 and KKLEB cytotox 2.

An excerpt; rates above refer to the full screens.
